# CCHF vOTU inh: CCHFV vOTU protease inhibitors, primary screen, biochemical, Pep-AMC substrate, fluorescence; Crimean-Congo hemorrhagic fever virus L polyprotein viral ovarian tumor (vOTU) protease …; inhibition, % at 11.5 µM; 370,000 tested, 0.55% active; AID 651958, 2012; note: 0% = vehicle wells with enzyme and 100% = no enzyme wells
# BoNT-F LC inh: BoNT/F light chain protease inhibitors, primary screen, biochemical, flow cytometry, MLPCN library; Botulinum neurotoxin type F light chain protease (Clostridium botulinum); Multiplex microsphere protease cleavage assay; inhibition, % at 10 µM; 360,000 tested, 0.22% active; AID 588497, 2011; in the data active = inhibition above about 35%, passing the limit was not always enough; inconclusive = no clear call, values can overlap the other calls; note: plate controls were buffer without enzyme for full effect and enzyme alone for no effect
# UGM FP inh: M. tuberculosis UGM enzyme inhibitors, primary screen, biochemical, fluorescence polarization, single point; UDP-galactopyranose mutase (Mycobacterium tuberculosis (strain ATCC 25618 / H37Rv)), …; purified UGM, fluorescence polarization probe displacement; inhibition, % at 10 µM; 320,000 tested, 0.06% active; in the data active = inhibition above about 10%, passing the limit was not always enough; inconclusive = no clear call, values can overlap the other calls
# Target sequence (P9WIQ1 whole entry, looked up): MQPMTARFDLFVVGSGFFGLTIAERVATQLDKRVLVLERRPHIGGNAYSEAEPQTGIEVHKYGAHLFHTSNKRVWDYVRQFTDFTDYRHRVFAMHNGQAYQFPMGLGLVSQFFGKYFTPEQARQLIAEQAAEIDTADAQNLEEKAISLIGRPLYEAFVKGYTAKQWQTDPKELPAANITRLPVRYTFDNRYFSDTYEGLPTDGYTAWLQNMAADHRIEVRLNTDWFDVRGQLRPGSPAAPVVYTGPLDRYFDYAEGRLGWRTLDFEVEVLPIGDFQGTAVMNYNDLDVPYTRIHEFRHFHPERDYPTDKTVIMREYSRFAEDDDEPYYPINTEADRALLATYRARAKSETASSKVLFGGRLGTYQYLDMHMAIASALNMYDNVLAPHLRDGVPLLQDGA
# MazEF act: activators of E. coli MazEF toxin-antitoxin RNase, primary screen, biochemical, fluorescence, uHTS | Endoribonuclease toxin MazF (Escherichia coli (strain K12)), P0AE70 | FAM/BHQ RNA-DNA oligo cleavage fluorescence, 5 h | activation, % at 20 µM | 350,000 tested, 0.32% active; in the data active = activation above about 50%
# Target sequence (P0AE70 whole entry, looked up): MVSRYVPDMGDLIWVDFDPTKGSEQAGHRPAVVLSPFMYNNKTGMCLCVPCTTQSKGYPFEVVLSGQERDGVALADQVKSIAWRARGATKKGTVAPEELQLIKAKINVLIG
# VHR inh abs: VHR1 phosphatase inhibitors, primary screen, biochemical, absorbance, uHTS. Dual specificity protein phosphatase 3 (Homo sapiens), P51452. 290,000 tested, 0.52% active. AID 1654, 2009. recombinant VHR phosphatase, pNPP absorbance. inhibition, % at 13.3 µM; in the data active = inhibition above about 50%; note: some compounds called inactive have numbers as strong as hits
# Target sequence (P51452 whole entry, looked up): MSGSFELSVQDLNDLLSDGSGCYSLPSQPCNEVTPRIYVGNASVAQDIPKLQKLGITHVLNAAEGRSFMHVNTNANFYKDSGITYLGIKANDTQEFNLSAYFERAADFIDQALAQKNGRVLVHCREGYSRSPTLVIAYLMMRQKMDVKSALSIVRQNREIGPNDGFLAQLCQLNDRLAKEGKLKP
# Mtb FBA inh: Mtb FBA enzyme inhibitors, primary screen, biochemical, fluorescence, strain H37Rv. inhibition, % at 1 µM. AID 588726, 2011. 360,000 tested, 2.3% active. purified M. tuberculosis FBA, fluorescence read-out; in the data active = inhibition above about 27%;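 note: 0% = vehicle and 100% = reference inhibitor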
# Target sequence (P9WQA3 whole entry, looked up): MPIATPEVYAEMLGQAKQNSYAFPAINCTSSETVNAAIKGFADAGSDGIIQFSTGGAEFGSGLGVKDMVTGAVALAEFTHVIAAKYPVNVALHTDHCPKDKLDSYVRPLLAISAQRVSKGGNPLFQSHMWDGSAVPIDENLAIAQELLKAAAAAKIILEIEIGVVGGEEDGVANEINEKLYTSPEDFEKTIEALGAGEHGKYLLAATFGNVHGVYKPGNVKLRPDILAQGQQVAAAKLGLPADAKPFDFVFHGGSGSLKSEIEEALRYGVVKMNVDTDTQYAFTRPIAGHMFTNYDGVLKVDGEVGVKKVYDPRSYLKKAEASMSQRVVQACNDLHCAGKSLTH
# GDH-TPI inh: GDH-TPI coupling enzyme inhibitors, primary screen, artefact control for M. tuberculosis FBA inhibitor project, biochemical, absorbance, full deck. 360,000 tested, 1.2% active. GDH-TPI coupled enzyme counterscreen, NADH absorbance. inhibition, % at 4.8 µM;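 note: 0% = DMSO wells and 100% = wells lacking the enzyme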
# Rv3671c inh: Rv3671c serine protease inhibitors, primary screen, biochemical, fluorescence polarization, M. tuberculosis H37Rv | 320,000 tested, 0.048% active | inhibition, % at 5.96 µM | P9WHR9; in the data active = inhibition above about 38%;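 note: extracellular domain of Rv3671c used as enzyme; 0% = enzyme with DMSO and 100% = no enzyme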
# Mtb BioA inh: M. tuberculosis BioA enzyme inhibitors, primary screen, biochemical, plate reader, single point, HTS; 7,8-diaminopelargonic acid synthase BioA (Mycobacterium tuberculosis); purified M. tuberculosis BioA enzyme; inhibition, % at 9.99 µM; 360,000 tested, 0.096% active; in the data active = inhibition above about 40%; inconclusive = no clear call, values can overlap the other calls
# FadD28 binding: inhibitors of FadD28 bisubstrate probe binding, primary screen, biochemical, fluorescence polarization, single point; inhibition, % at 12.5 µM; Mycobacterium tuberculosis FadD28 fatty-acid-AMP ligase; 360,000 tested, 0.22% active; in the data active = inhibition above about 8.5%, passing the limit was not always enough; inconclusive = no clear call, values can overlap the other calls
# An asterisk follows results filed as active; ? = inconclusive; nt = not tested or not shown; + = active, no number. Cut-off read from the data, not from the text of the source, unless noted: active = inhibition above about 30%; inactive = the rest. Rows are unselected; overall some 4.9% were active at least once.
SMILES,CCHF vOTU inh,BoNT-F LC inh,UGM FP inh,MazEF act,VHR inh abs,Mtb FBA inh,GDH-TPI inh,Rv3671c inh,Mtb BioA inh,FadD28 binding
Cc1ccccc1NCc1nc2ccccc2n1C,-2,nt,-0.1,5,8,0,13,4,-3.2,0.3
O=C(Cc1ccc(S(=O)(=O)N2CCCC2)s1)Nc1cccc([N+](=O)[O-])c1,0,2,4.6,7,nt,1,3,-15,-5.6,-3.0
CSc1ccc(S(=O)(=O)NCC(=O)OCCOc2ccccc2)cc1[N+](=O)[O-],-1,4,-0.1,78*,nt,-4,1,3,nt,-3.5
O=C(NC(=S)Nc1ccccc1C(F)(F)F)c1ccccc1F,-9,-4,0.8,1,11,-2,-4,7,3.5,-2.7
CC(C)CN(C(=O)COC(=O)CCN1C(=O)c2ccccc2C1=O)C1CCS(=O)(=O)C1 (centres undefined),-10,-10,0.6,-3,2,-11,-5,9,-1.9,-3.7
O=C1Nc2ccccc2C(=O)N2[C@H](c3ccc(F)cc3)[C@@H]3C(=O)N(Cc4ccccc4)C(=O)[C@@H]3[C@H]12,-2,2,-3.1,4,20,0,9,-3,1.9,-1.0
Cc1nnc(SCC(=O)Nc2ccc(N3CCOCC3)cc2)n1-c1ccccc1,10,-3,1.2,4,12,4,8,-2,nt,0.0
Fc1ccccc1CN1CCCCCCC1,-2,3,6.1,4,24,2,-4,10,-1.9,-2.8
O=C1C(=O)N(c2ccc(O)cc2)C(c2ccccc2[N+](=O)[O-])/C1=C(\O)c1ccccc1 (centres undefined),21,-4,1.3,8,9,-5,36*,-11,1.1,-0.5
Cc1cccc(CSc2nnc(-c3ccco3)n2C)c1,12,nt,-2.7,3,10,1,4,5,2.3,0.4
CC(C)CNS(=O)(=O)c1ccc(CCC(=O)N2CCCC2)cc1,-2,-5,-3.9,-5,26,-1,9,1,nt,-1.4
COc1cccc2ccc(CC(O)(c3ccccc3)c3ccccc3)nc12,12,-4,nt,9,nt,2,0,nt,-2.6,0.4
COC(=O)N/N=C/c1cn(CC(C)COc2ccccc2)c2ccccc12 (centres undefined),2,-2,2.6,0,5,0,9,4,-0.2,-2.8
O=C(COC(=O)CCN1C(=O)C2CC=CCC2C1=O)NCCc1ccccc1 (centres undefined),0,1,2.0,2,0,-1,5,5,0.4,0.4
Cc1ccc(S(=O)Cc2ccc(C(=O)N3CCN(C(=O)c4ccco4)CC3)o2)cc1 (centres undefined),14,2,-0.6,9,11,-1,4,-2,1.1,-1.7
CCOC(=O)C1=C(c2ccccc2)OC(N)=C(C#N)C1c1ccco1 (centres undefined),4,-4,0.7,1,-4,-3,21,1,1.5,-3.0
CN1CC(=O)NC1=NC(=O)c1ccc(Cl)c(S(=O)(=O)N2CCCCCC2)c1,-6,-9,-0.3,0,10,-3,10,3,-4.3,-1.5
Cc1ccc(-n2nnc3c(=O)n(CC(=O)N4CCOCC4)cnc32)cc1,-3,6,0.2,-3,15,-2,3,1,-0.1,-1.1
CC(CC(=O)N1CCN(c2ccc(C(F)(F)F)cn2)CC1)n1ccnc1 (centres undefined),-6,-4,-2.4,-12,0,10,5,-4,nt,-1.3
Cc1coc2c1c(C)cc1oc(=O)c(CC(=O)NCCC(=O)O)c(C)c12,-86,-5,-2.0,9,-29,91*,10,3,-1.2,-1.9
Cc1cc(C(=O)c2cccs2)c(N)s1,-16,-12,0.5,-4,-10,-2,7,-7,1.3,-3.3
Cn1c(CN2CCN(c3cccc(Cl)c3)CC2)nc2ccccc21,0,-48,-1.3,9,0,4,14,-11,1.6,-1.3
O=C(CC1(c2ccc(Cl)cc2)C2CC3CC(C2)CC1C3)NCCO (centres undefined),-16,3,-2.0,1,16,0,-3,7,nt,-3.0
Cc1ccc(C(=O)N/C(=C\c2ccc(-c3cccc([N+](=O)[O-])c3)o2)C(=O)NC(C)(C)C)cc1,3,-8,0.2,6,-23,1,22,3,nt,-0.8
COc1cccc(C(NC(C)=O)c2nc(-c3cccc(C(F)(F)F)c3)cs2)c1 (centres undefined),6,-6,nt,nt,nt,-6,-2,nt,-0.4,-3.4
C/C(=N\NC(=O)OC(C)(C)C)c1ccc(-n2ccnc2)cc1,-15,-3,-2.5,6,-2,1,7,14,3.9,-0.1
CCOC(=O)C1CCN(C(=O)c2cn(CCOC)c(=O)c3c2c2ccccc2n3C)CC1,-36,-1,nt,-3,8,46*,11,4,0.0,-3.3
CC(C)c1nnc(NC(=O)CCC2CCCCC2)s1,14,?,0.7,6,11,-1,-14,1,-0.2,-3.0
Cc1[nH]c2ccc(OC(=O)N3CCOCC3)cc2c1C(=O)OC(C)C,5,-13,-1.7,-6,27,-2,-6,-1,-1.4,-2.8
CC1(C)Cc2noc(N)c2C(C)(C)N1OC(=O)c1cccs1,4,12,2.4,1,13,-9,-12,3,-0.8,-3.4
CN1CCN(c2ccc3c(c2)C2CC3CCN2C(=O)OCc2ccccc2)CC1 (centres undefined),19,-10,nt,6,nt,1,6,nt,1.7,1.5
CCOc1cc(/C=C2\SC(N3CCCCC3)=NC2=O)ccc1O,12,17,1.0,-142,19,-12,24,-8,-2.0,-1.1
COc1ccc(NC(C)=O)cc1S(=O)(=O)N1CC=C(c2ccccc2)CC1,-8,5,0.7,2,nt,-2,-1,-4,-1.1,-3.2
CSc1ccc(CCNC(=O)c2cc(C)nn2-c2ccccc2)cc1,-10,-3,1.7,2,25,0,0,-17,-5.1,-1.0
COC(=O)c1ccc(N)nc1,-1,-2,-3.0,-3,18,7,3,1,nt,1.3
O=S1(=O)N=C(Nc2nncs2)c2ccccc21,4,3,-0.6,1,19,-2,19,1,-0.6,-0.4
COc1ccc(-c2nnc(N3CCC(C)CC3)c3ccccc23)cc1,-3,?,2.7,6,-8,2,14,10,4.8,-1.5
COc1nc(NCc2ccco2)nc(N2CCC(C)CC2)n1,2,-9,-0.9,4,25,4,15,5,1.0,-3.0
Cc1ccc(S(=O)(=O)NC(C)C(=O)OCC(=O)Nc2sccc2C(N)=O)cc1 (centres undefined),-9,0,nt,3,nt,-2,3,nt,0.2,-3.4
COCCN1CCN(C(=O)C2CCC(=O)N(Cc3cccc(C(F)(F)F)c3)C2)CC1 (centres undefined),-5,-7,-2.8,6,-19,0,-3,nt,-0.2,-0.5
O=C(C1CCC(CNc2c(N3CCCCC3)c(=O)c2=O)CC1)N1CCCCC1 (centres undefined),-4,10,2.0,5,46,2,3,3,-1.9,0.5
CCOC(=O)c1cnc(SCC(=O)Nc2cc(OC)cc(OC)c2)nc1N,-1,-12,4.5,-11,19,-5,-10,-11,-0.1,-3.7
Cc1ccc(S(=O)(=O)N(C)CC(=O)NNC(=O)Cc2ccccc2F)cc1,25,-3,5.3,4,nt,2,12,-5,-0.2,-1.7
c1coc(-c2nc3nc4ccccc4nc3n2CC2CCCO2)c1 (centres undefined),-220,1,-2.9,-12,-2,+,22,-7,nt,-0.3
COc1ccc(-c2cc(=O)oc3cc(OCC(=O)N(C)C4CCS(=O)(=O)C4)ccc23)cc1 (centres undefined),8,0,1.4,2,13,4,21,3,0.5,-5.5
CC1=NNC(=O)C1CCC(=O)N/N=C\c1ccc(Cl)c(Cl)c1 (centres undefined),-4,2,0.0,8,10,-5,-2,-9,-2.3,-0.2
CCOC(=O)C1CCCN(C(=O)Cn2nc(Cc3cccnc3)c3ccccc3c2=O)C1 (centres undefined),-2,-3,-2.9,9,21,-1,-7,8,1.6,-1.6
COc1ccccc1C(=O)C1CCCN(C(=O)CCc2ccccn2)C1 (centres undefined),1,-2,1.6,-2,-5,1,3,-1,-0.4,-3.0
CN(c1ccccc1)c1cc(Br)nc(Br)c1,-4,?,-0.7,8,nt,-1,-7,1,nt,-3.8
O=C(CNCc1ccccc1Cl)Nc1ccccc1N1CCCCC1,13,-4,-1.1,-8,22,4,2,-6,-0.9,0.8
# More records follow.
SMILES,CCHF vOTU inh,BoNT-F LC inh,UGM FP inh,MazEF act,VHR inh abs,Mtb FBA inh,GDH-TPI inh,Rv3671c inh,Mtb BioA inh,FadD28 binding
CC(C)(C)OC(=O)N1CCC(NC(=O)c2[nH]cnc2C(=O)Nc2ccon2)CC1,2,-2,2.1,8,nt,3,-3,5,-2.9,-0.3
O=C(Nc1cccc(Cl)c1)NC1CC2CCC(C1)N2Cc1ccco1 (centres undefined),6,1,-1.0,7,-1,1,-4,2,nt,-4.0
COc1ccc(N(Cc2ccccc2)S(=O)(=O)c2cccc(C(=O)NC3=NCCS3)c2)cc1,17,-7,2.8,0,16,-2,-9,-30,-0.9,-3.5
COc1ccc(OCCNC(=O)/C=C/c2ccccc2)cc1,-11,-6,1.1,-31,29,5,0,3,nt,0.2
Cc1c(C(=O)NCCSCc2ccccc2)cccc1[N+](=O)[O-],0,2,-1.6,-13,38,3,-1,-3,3.7,0.1
CC1CCCC(NC(=O)CC2Nc3ccccc3NC2=O)C1C (centres undefined),-11,0,-0.7,7,38,7,8,-2,-1.8,-0.7
N#Cc1c(-c2ccccc2)nc(SCc2ccc([N+](=O)[O-])cc2)[nH]c1=O,13,-16,-1.1,-7,4,1,8,1,0.7,-1.6
COC(=O)[C@@H]1CCCN1C(=O)CCc1nnc(CCC2CCCCC2)o1,-8,2,-0.8,-3,0,-2,-6,-1,nt,-2.8
COc1ccc(NC(=S)NC(=O)c2ccccc2Cl)cc1,25,0,-0.4,-5,-1,2,0,0,-0.7,-3.8
C/C(=N\NC(=O)Cc1cc(=O)[nH][nH]1)c1cccc([N+](=O)[O-])c1,-12,1,1.4,6,8,-1,-3,-3,nt,-1.0
CCC(=O)N1CCc2cc(OC)c(OC)cc2C1COc1ccc(C(=O)OC)cc1 (centres undefined),-11,-3,-1.7,-1,-1,-1,-8,-3,17,-4.7
O=C(Nc1nc2ccc(F)cc2s1)C1CCCO1 (centres undefined),-7,-1,3.2,-5,23,4,5,6,-1.2,0.9
O=C(Cn1nc(C(=O)O)c2ccccc2c1=O)Nc1cccc(S(=O)(=O)N2CCOCC2)c1,8,9,2.2,5,nt,-1,4,8,-0.5,4.5
Cc1ccc(C(=O)NCC(=O)OCCCOC(=O)CNC(=O)c2ccc(C)cc2)cc1,-1,4,1.3,2,nt,0,-1,-2,nt,-1.8

# A different layout for some results above:
> O=C(Cn1nc(C(=O)O)c2ccccc2c1=O)Nc1cccc(S(=O)(=O)N2CCOCC2)c1
  CCHF vOTU inh: 8	BoNT-F LC inh: 9	UGM FP inh: 2.2	MazEF act: 5	VHR inh abs: nt	Mtb FBA inh: -1	GDH-TPI inh: 4	Rv3671c inh: 8	Mtb BioA inh: -0.5	FadD28 binding: 4.5

> O=C(Nc1nc2ccc(F)cc2s1)C1CCCO1 (centres undefined)
  CCHF vOTU inh: -7	BoNT-F LC inh: -1	UGM FP inh: 3.2	MazEF act: -5	VHR inh abs: 23	Mtb FBA inh: 4	GDH-TPI inh: 5	Rv3671c inh: 6	Mtb BioA inh: -1.2	FadD28 binding: 0.9

> Cc1ccc(C(=O)NCC(=O)OCCCOC(=O)CNC(=O)c2ccc(C)cc2)cc1
  CCHF vOTU inh: -1	BoNT-F LC inh: 4	UGM FP inh: 1.3	MazEF act: 2	VHR inh abs: nt	Mtb FBA inh: 0	GDH-TPI inh: -1	Rv3671c inh: -2	Mtb BioA inh: nt	FadD28 binding: -1.8

# Screening results (PubChem BioAssay)
